# BioA inh: inhibitors of Mycobacterium tuberculosis BioA enzyme. inhibition, % at 9.99 µM. 0.096% of 360,000 active. AID 602481. purified M. tuberculosis BioA enzyme, plate reader; in the data active = inhibition above about 40%; inconclusive = no clear call, values can overlap the other calls
# UGM FP inh: Mtb UDP-galactopyranose mutase inhibition. P9WIQ1. 0.06% of 320,000 active. purified UGM, fluorescence polarization probe displacement. inhibition, % at 10 µM. AID 504406; in the data active = inhibition above about 10%, passing the limit was not always enough; inconclusive = no clear call, values can overlap the other calls
# Target sequence (P9WIQ1 whole entry, looked up): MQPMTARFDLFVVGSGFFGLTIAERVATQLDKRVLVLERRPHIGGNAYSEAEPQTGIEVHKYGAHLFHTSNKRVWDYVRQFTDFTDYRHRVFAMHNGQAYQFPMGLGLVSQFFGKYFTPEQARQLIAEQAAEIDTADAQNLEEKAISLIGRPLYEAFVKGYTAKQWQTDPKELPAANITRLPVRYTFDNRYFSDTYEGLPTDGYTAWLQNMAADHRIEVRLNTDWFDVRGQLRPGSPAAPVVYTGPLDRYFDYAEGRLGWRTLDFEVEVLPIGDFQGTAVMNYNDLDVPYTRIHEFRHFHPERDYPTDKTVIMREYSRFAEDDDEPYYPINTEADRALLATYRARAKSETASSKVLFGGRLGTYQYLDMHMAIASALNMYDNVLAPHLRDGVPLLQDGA
# BoNT-A LC inh2: inhibitors of Botulinum neurotoxin A light chain protease; 0.17% of 360,000 active; AID 588499; inhibition, % at 10 µM; multiplex microsphere protease substrate cleavage, flow cytometry; in the data active = inhibition above about 30%; inconclusive = no clear call, values can overlap the other calls; also: plate controls were buffer without enzyme for full effect and enzyme alone for no effect
# FadD28 FP inh: inhibitors of Mycobacterium tuberculosis FadD28 bisubstrate binding; FadD28 bisubstrate probe binding, fluorescence polarization; inhibition, % at 12.5 µM; 0.22% of 360,000 active; AID 588549; in the data active = inhibition above about 8.5%, passing the limit was not always enough; inconclusive = no clear call, values can overlap the other calls
# BoNT-F LC inh: inhibitors of Botulinum neurotoxin F light chain protease; Multiplex microsphere protease cleavage assay, flow cytometry; inhibition, % at 10 µM; 0.22% of 360,000 active; AID 588497; in the data active = inhibition above about 35%, passing the limit was not always enough; inconclusive = no clear call, values can overlap the other calls; also: plate controls were buffer without enzyme for full effect and enzyme alone for no effect
# Mtb FBA inh: Mtb fructose-bisphosphate aldolase inhibition; inhibition, % at 1 µM; 2.3% of 360,000 active; purified M. tuberculosis FBA, fluorescence read-out; P9WQA3; AID 588726; in the data active = inhibition above about 27%;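 also: 0% = vehicle and 100% = reference inhibitor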
# Target sequence (P9WQA3 whole entry, looked up): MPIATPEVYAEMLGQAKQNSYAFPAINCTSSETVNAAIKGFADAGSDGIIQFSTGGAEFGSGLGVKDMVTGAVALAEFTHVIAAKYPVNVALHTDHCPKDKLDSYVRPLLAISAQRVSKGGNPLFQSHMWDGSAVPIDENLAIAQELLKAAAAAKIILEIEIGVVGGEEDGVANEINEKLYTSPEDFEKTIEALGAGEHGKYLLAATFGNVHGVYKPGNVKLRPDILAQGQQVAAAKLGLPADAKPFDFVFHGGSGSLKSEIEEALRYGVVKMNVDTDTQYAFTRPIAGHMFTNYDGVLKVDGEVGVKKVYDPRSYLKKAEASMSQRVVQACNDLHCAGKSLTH
# CCHFV vOTU inh: CCHFV vOTU protease inhibition. Pep-AMC fluorescence. 0.55% of 370,000 active. inhibition, % at 11.5 µM. AID 651958; also: 0% = vehicle wells with enzyme and 100% = no enzyme wells
# GDH-TPI counter: inhibits GDH-TPI coupling enzymes, artifact for Mtb FBA screen; 1.2% of 360,000 active; GDH-TPI coupled enzyme counterscreen, NADH absorbance; inhibition, % at 4.8 µM;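 also: 0% = DMSO wells and 100% = wells lacking the enzyme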
# PrPC TRFRET: inhibitors of human cell surface prion protein PrPC | TR-FRET read-out | 0.43% of 370,000 active | inhibition, % at 13.8 µM | P04156; in the data active = inhibition above about 24%; also: 0% = median of the test wells and 100% = reference compound wells
# * hit, by the source's call; ? = inconclusive; . = no result given; & = joins results of further samples. Rule as the data show it, unless noted: active = inhibition above about 30%; inactive = the rest.
# Start of the data: the first 5 entries, to show the layout:
SMILES,BioA inh,UGM FP inh,BoNT-A LC inh2,FadD28 FP inh,BoNT-F LC inh,Mtb FBA inh,CCHFV vOTU inh,GDH-TPI counter,PrPC TRFRET
COc1ccc(NC(=O)C(C)SCc2ccccc2)cc1 (configuration not stated),.,0.9,-1.1,-1.9,3,2,10,0,8
COc1ccc(Cl)cc1NC(=O)CNc1ccccc1F,-2.4,0.0,0.9,-1.9,2,2,7,7,2
CCN1CC2=C(OC(N)=C(C#N)C2c2ccccc2)/C(=C\c2ccccc2)C1 (configuration not stated),5.4,1.7,-1.1,-0.9,-39,4,2,6,0
N#Cc1ccccc1NC(=O)Nc1ccc(Cl)cc1,-0.6,-0.3,-0.2,-0.8,5,14,-10,5,3
CC(C)(C)OC(=O)C1=CC[C@@H](c2ccc(Cl)c(Cl)c2)N(S(=O)(=O)c2ccc(F)cc2)[C@H]1c1cccc(F)c1,-1.9,.,-0.1,-5.0,-6,-4,1,.,3

# Main list, repeating the preview:
SMILES,BioA inh,UGM FP inh,BoNT-A LC inh2,FadD28 FP inh,BoNT-F LC inh,Mtb FBA inh,CCHFV vOTU inh,GDH-TPI counter,PrPC TRFRET
COc1ccc(NC(=O)C(C)SCc2ccccc2)cc1 (configuration not stated),.,0.9,-1.1,-1.9,3,2,10,0,8
COc1ccc(Cl)cc1NC(=O)CNc1ccccc1F,-2.4,0.0,0.9,-1.9,2,2,7,7,2
CCN1CC2=C(OC(N)=C(C#N)C2c2ccccc2)/C(=C\c2ccccc2)C1 (configuration not stated),5.4,1.7,-1.1,-0.9,-39,4,2,6,0
N#Cc1ccccc1NC(=O)Nc1ccc(Cl)cc1,-0.6,-0.3,-0.2,-0.8,5,14,-10,5,3
CC(C)(C)OC(=O)C1=CC[C@@H](c2ccc(Cl)c(Cl)c2)N(S(=O)(=O)c2ccc(F)cc2)[C@H]1c1cccc(F)c1,-1.9,.,-0.1,-5.0,-6,-4,1,.,3
CCOc1ccc(CN(CC)C(=O)Cc2c[nH]c3ccccc23)cc1OC,0.1,0.5,0.1,.,3,-4,5,-10,6
CCN(CC(=O)Nc1c(F)cccc1F)C(=O)C1Cc2ccccc2CN1S(=O)(=O)CC (configuration not stated),-1.4,1.2,-49,-4.6,-71,0,2,-8,6
Cc1ccc(C)c(CN2C(=O)C3CCCN3c3ccc(C#N)cc32)c1 (configuration not stated),-1.7,-1.6,0.8,-1.9,12,-2,3,11,-10
CC(Cl)C(=O)Nc1ccccc1C#N (configuration not stated),-1.7,-1.9,0.0,0.0,1,-7,-5,-2,4
CC(C)(C)N(Cc1cc2ccccc2[nH]c1=O)C(=O)c1cccc([N+](=O)[O-])c1,-3.3,0.2,-0.3,0.8,2,-6,-6,15,1
COc1ccc(NC(C)=O)cc1NC(C)C(=O)Nc1cc(C(F)(F)F)ccc1N1CCOCC1 (configuration not stated),3.1,-0.5,-0.8,0.4,-3,0,8,3,2
c1ccc(-c2cc3c(NCC4COc5ccccc5O4)ncnc3s2)cc1 (configuration not stated),.,0.6,-0.2,-3.9,-7,10,-5,16,7
COc1ccccc1N1CCN(Cc2cc(=O)oc3ccccc23)CC1,0.7,.,0.6,-0.2,12,3,10,.,6
COc1ccc(-c2nc(NC(=O)c3ccco3)sc2C)cc1,3.1,.,0.0,-2.5,3,7,13,19,-3
Cc1nnc(-c2cccc(Br)c2)c2cn(-c3ccccc3Cl)nc12,3.0,1.9,1.8,0.9,14,-1,0,12,-4
CCOC(=O)c1[nH]c(C)c(C(=O)OCCN2C(=O)c3ccccc3C2=O)c1C,-2.3,2.0,-2.0,-0.7,-5,-1,-6,-8,-4
CCc1ccc(NC(=O)Cc2ccc(-n3cccc3)cc2)cc1,0.7,-2.3,0.7,-5.2,-4,-6,11,-6,3
Cc1ccc(N(CC(O)CN2CCCC2)S(=O)(=O)c2ccc(C)cc2)cc1 (configuration not stated),-1.4,3.6,1.1,-4.9,14,-2,5,-1,-15
O=C(NC1CCS(=O)(=O)C1)C1CCCN(S(=O)(=O)c2ccc(Cl)cc2)C1 (configuration not stated),.,0.6,-0.4,0.3,-1,1,-7,4,-6
Cc1cccc(/C=C2\Sc3ccc(C(=O)NCC4CCCO4)cc3N(C)C2=O)c1 (configuration not stated),-1.5,4.1,-1.9,-1.7,-4,-1,7,12,-2
Cc1nc(-c2ccc(Cl)cc2)sc1C(=O)NNC(=O)C(C)C,-0.6,-2.4,.,-0.8,.,-1,-13,17,1
O=C1[C@H](Cc2ccccc2)NCC=CC[C@@H](c2ccco2)N1Cc1ccccc1,-3.3,.,-0.7,-3.5,-6,-1,2,3,-3
O=C(NCc1ccc(Cl)cc1)N1CCOCC1,0.4,-1.1,1.9,-1.4,2,-1,-15,-2,3
O=C(Nc1ccccc1Cl)O/N=C(/c1ccccc1)c1ccccn1,-1.6,-0.5,0.8,-1.5,2,-1,8,-2,1
COC(=O)c1cc([N+](=O)[O-])c(-n2ccnc2)c([N+](=O)[O-])c1,.,0.2,0.1,0.1,2,-5,-10,3,-14

# More results.
SMILES,BioA inh,UGM FP inh,BoNT-A LC inh2,FadD28 FP inh,BoNT-F LC inh,Mtb FBA inh,CCHFV vOTU inh,GDH-TPI counter,PrPC TRFRET
Cc1ccc(S(=O)(=O)N(C)c2ccc(OC(=O)c3ccc(N4CCCC4=O)cc3)cc2)cc1,-3.3,0.5,1.1,2.0,4,3,-3,-1,2
Cc1csc(NC(=O)c2cccc([N+](=O)[O-])c2C(=O)O)n1,5.0,2.1,0.0,-1.8,-13,1,7,4,0
CC(Oc1ccccc1)C(=O)NC1C(=O)N2C1SC(C)(C)C2C(=O)O (configuration not stated),.,0.4,-0.6,-1.2,3,5,-10,8,-9
CCOc1ccc(CNCc2ccccc2Cl)cc1,.,3.5,-1.2,-1.4,-12,0,9,-2,-4
Cc1cc(C)c(OCCCn2ccnc2)c(C)c1,-0.1,1.3,-1.0,-4.0,-3,2,5,1,6
CN1CCN(c2ccc(F)cc2N)CC1,.,-0.1,1.0,0.0,2,1,4,4,3
CSc1ccccc1Nc1ncnc(N)n1,.,-0.9,-0.4,-3.8,3,5,2,-5,-5
Fc1ccc(F)c(NC2=NCCCCC2)c1,-0.5,1.4,-0.2,-1.5,-7,-1,-1,-7,3
Cc1coc2c(C)c3oc(=O)c(CCC(=O)NCCCn4ccnc4)c(C)c3cc12,-0.3,0.9,-0.9,-2.5,-2,10,-7,6,12
Cc1ccc(C(=O)OCC(=O)NCCc2ccc(S(N)(=O)=O)cc2)o1,-1.2,5.3,-0.4,0.6,-3,-1,-14,1,3
CCN(CC)CCNC(=O)c1ccc(NC(=O)c2ccc(S(=O)(=O)N3CCCCCC3)cc2)cc1,-0.7,1.8,2.3,-3.7,9,7,6,10,-10
O=C(COc1cc(F)ccc1[N+](=O)[O-])Nc1ccc(N2CCCCC2)cc1,-1.0,-1.5,2.2,-3.9,-3,2,-4,10,-2
C[C@H]1CCC[C@]2(CC(=O)c3cc(F)ccc3O2)C1,-0.5,0.5,-0.1,-2.5,-3,4,-5,-3,-1
CCCC(=O)N(Cc1cc(=O)[nH]c2ccccc12)c1ccccc1OC,0.1,3.9,-0.6,-2.4,-21,3,-5,4,-2
O=C(CN1C(=O)NC2(CCCCC2)C1=O)NCCc1ccccc1,-0.4,0.6,-5.8,0.4,-3,2,12,-8,11
O=C(NCc1ccccc1)c1ccc(=O)oc1,2.0,-2.6,-1.5,-1.4,?,0,8,104*,-3
CN(C)c1ccc(NC(=O)CC(NCc2ccccn2)C(=O)O)cc1 (configuration not stated),-0.6,0.3,-1.3,-0.7,-14,0,-2,8,-6
CCOC(=O)c1cnn(-c2nc3c(C)cccc3s2)c1C,-0.3,2.7,-0.4,-3.3,-6,2,18,6,0
Cc1ccc(S(=O)(=O)NC2(C(F)(F)F)NC(=O)N(c3ccccc3F)C2=O)cc1 (configuration not stated),0.4,0.2,-0.5,-3.8,-6,-2,-6,-12,3
CCCn1c(SCC(=O)Nc2ccc(OC)cc2)nnc1-c1ccncc1,-0.1,-1.4,-0.4,-2.9,5,-9,-7,-7,9
O=C(Cn1nnc(-c2cccc(C(F)(F)F)c2)n1)NC1CCCC1,-1.8,0.0,0.1,-3.7,1,-5,11,-9,4
CCOc1ccc(OCC(=O)OCC(=O)N(CC(C)C)c2c(N)n(Cc3ccccc3)c(=O)[nH]c2=O)cc1,-2.0,-0.8,-0.4,-2.6,-3,0,-8,-7,1
N#CCc1nc2n(n1)Cc1ccccc1-2,-0.1,0.9,-0.7,-0.7,-13,0,4,14,-5
CCN(CC(=O)NCc1ccc(Cl)cc1)C(=O)COc1ccc(Cl)cc1Br,.,-0.2,2.3,-4.4,2,3,7,1,1
Cc1ccc(C(=O)NCc2cccs2)cc1S(=O)(=O)N1CCCCC1,0.7,-1.8,-0.4,0.5,-6,2,-11,2,15

# Next section
SMILES,BioA inh,UGM FP inh,BoNT-A LC inh2,FadD28 FP inh,BoNT-F LC inh,Mtb FBA inh,CCHFV vOTU inh,GDH-TPI counter,PrPC TRFRET
CC/C(=N\NC(=O)CSCc1ccc(Cl)cc1)c1ccc2c(c1)OCCO2,4.2,-6.5,0.3,-3.2,6,1,15,1,3
Cc1cc(=O)oc2cc(OCC(=O)N3CCOCC3)ccc12,-0.9,.,-0.2,0.3,-5,18,4,13,-5
O=C(O)COc1c(-c2ccc(Cl)cc2)oc2ccccc2c1=O,.,2.1,0.5,-0.3,4,7,12,8,-1
CC12C=CC(=O)C=C1CCC1C3CCC(O)(C(=O)CO)C3(C)CC3OC312 (configuration not stated),0.5,-1.5,-1.4,-3.1,-1,6,-4,-2,-3
CC(=O)N(C)C[C@H]1Oc2ncc(Br)cc2C(=O)N([C@H](C)CO)C[C@@H]1C,-0.5&-3.0,.,-0.4,0.0,-2,2,-1,6,7
CCn1c(C(Cc2ccccc2)NC(=O)COC)nc2ccccc21 (configuration not stated),-0.8,2.7,0.2,0.1,-4,5,-1,5,7
Cc1ccc(-c2nc3ccccc3[nH]2)cc1NC(=O)/C=C/c1ccco1,1.5,3.2,-0.5,-2.7,9,1,-18,14,-10
CCOC(=O)c1nc2sc3c(c2c(=O)[nH]1)CCC(C)C3 (configuration not stated),.,2.5,0.6,-3.3,-2,101*,-51,12,2
Cc1cccc(N(CC(=O)NCc2ccc3c(c2)OCO3)C(=O)CCC(=O)Nc2ccccn2)c1C,-1.4,.,-0.1,-5.5,9,2,8,4,-3
O=C(Nc1nc2c(F)cccc2s1)c1ccc([N+](=O)[O-])o1,-1.3,0.7,-3.1,-1.5,-42,7,-7,3,-1
O=C(NC(=O)c1ccccc1)Nc1cccc(S(=O)(=O)N2CCCCC2)c1,-0.6,1.7,.,0.1,.,0,-15,8,-12
COc1cc(-c2ccc(N3C(c4ccsc4)=Cc4ccccc4C3CC(C)=O)cc2)cc(OC)c1OC (configuration not stated),.,.,4.7,.,0,.,-3,.,-2
COc1ccc(NC(=S)N2CCC(C(=O)c3ccc(F)cc3)CC2)cc1,-1.0,.,2.0,0.2,14,2,-8,15,3
O=C(COc1ccccc1)NNC(=O)COc1ccc([N+](=O)[O-])cc1,.,1.9,-0.3,-3.6,-4,-8,-4,0,-4
COc1ccc(COC(=O)N/N=C(\C)CC(=O)Nc2ccc(Cl)cc2)cc1,-3.5,1.5,0.7,-2.3,-2,2,-5,19,9
CCOC(=O)[C@]12CCCC=C1N(Cc1ccco1)C(=O)[C@H](CC(=O)N1CCCC1)C2,.,.,-0.3,.,3,.,20,.,-9
COc1ccc2oc(C(=O)OCC(=O)N3CCCCC3)c(C)c2c1,-0.7,-1.6,.,-1.9,.,37*,-23,4,-6
COc1cc2c(cc1NC(=O)CSc1ccccc1)oc1ccccc12,.,-2.3,1.0,-3.6,-4,-4,3,1,-1
CCOC(=O)Cc1c(C)nc2cc(C)nn2c1C,2.3,2.9,-0.6,-2.0,8,3,6,11,0
CC1CCN(C(=O)CSc2nnc(CN3CCOCC3)n2-c2ccccc2)CC1,-0.2,2.3,-3.1,-3.4,-4,-1,-8,-7,-1
Cc1ccc2nc(-c3cccc(NS(C)(=O)=O)c3)cc(-c3ccccc3)c2c1,.,1.6,1.6,-2.3,14,-4,0,7,-4
CCCCC(=O)N/N=C/c1c(O)n(-c2ccccc2)c(=O)[nH]c1=O,.,-1.2,-0.6,1.7,3,3,-7,7,2
O=C(NCc1ccncc1)C1CCN(S(=O)(=O)c2ccc(Cl)c(C(F)(F)F)c2)CC1,-1.3,.,-1.6,-2.9,2,0,-8,1,3

# Screening results (PubChem)
